Screens from PubChem.
RAD54 inh = blocks human RAD54 Holliday junction branch migration; Q92698; FAM/BHQ fluorescence; inhibition, % at 10.4 µM; hit rate 0.14% among 360,000;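 active = mean normalized replicate activity at least 40 and at least half of replicates scoring 40 or more; inconclusive = only one of the two criteria met; inactive = mean below 40 and under half of replicates reaching 40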;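 note: 0% = median of neutral control wells and 100% = median of positive control wells; inhibitors cause a drop in the FAM fluorescence signal; in these data hits start at about 50%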
GSIS activator = primary screen for activators of insulin secretion dependent on glucose, INS-1E cells, GLuc reporter luminescence; activation, % at 16.6 µM; hit rate 0.61% among 370,000; INS-1E GLuc reporter insulin secretion, 2-3 h;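 active = lowest replicate activation of at least 40%, so every replicate reaches that level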;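 note: 0% = median of neutral control wells and 100% = median of IBMX positive control wells; some compounds called inactive have numbers as strong as hits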
RAD52 anneal inh = blocks human RAD52 DNA annealing; P43351; recombinant RAD52 DNA annealing, FRET fluorescence; inhibition, % at 18.7 µM; hit rate 0.46% among 360,000;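 active = every replicate showing at least 50% inhibition; inconclusive = mean inhibition at least 50% but not in every replicate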
esBAF inh = SWI/SNF esBAF complex inhibition; reporter increase, % at 12.5 µM; mouse ES cells, Bmi1-luciferase knock-in reporter, 24 h; 100% = twice the neutral-well signal; AID 602393; hit rate 2% among 350,000; in the data active = activation above about 40%; inconclusive = no clear call, values can overlap the other calls;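 note: 0% = median of the plate's neutral control wells and 100% = double that signal; a rise in the Bmi1 reporter signal indicates esBAF inhibition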
ARNT TACC3 PPI = ARNT/TACC3 interaction disruption | AlphaScreen His-ARNT PAS-B/GST-TACC3 binding, luminescence; TACC3 fragment carries E629A point mutation | inhibition, % at 9.99 µM | hit rate 0.66% among 390,000;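 active = mean inhibition of replicates at least 50% and at least half of replicates each reaching 50%; inconclusive = half or more replicates reach 50% but mean below 50%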;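 note: 0% = complete ARNT plus TACC3 wells and 100% = ARNT alone without TACC3; many hits fall short of the cut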
ERAP1 inh = ERAP1 (human) enzyme inhibition; Q9NZ08; recombinant ERAP1, Leu-AMC fluorescence, 60 min; inhibition, % at 10.7 µM; hit rate 0.15% among 340,000;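 active = mean replicate inhibition of at least 30%, or all replicates individually reaching that 30% level; inactive = mean below 30% and not every replicate reaching it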;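 note: 0% = neutral control wells and 100% = L-leucinethiol positive control wells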
Target sequence (Q9NZ08 whole entry, looked up): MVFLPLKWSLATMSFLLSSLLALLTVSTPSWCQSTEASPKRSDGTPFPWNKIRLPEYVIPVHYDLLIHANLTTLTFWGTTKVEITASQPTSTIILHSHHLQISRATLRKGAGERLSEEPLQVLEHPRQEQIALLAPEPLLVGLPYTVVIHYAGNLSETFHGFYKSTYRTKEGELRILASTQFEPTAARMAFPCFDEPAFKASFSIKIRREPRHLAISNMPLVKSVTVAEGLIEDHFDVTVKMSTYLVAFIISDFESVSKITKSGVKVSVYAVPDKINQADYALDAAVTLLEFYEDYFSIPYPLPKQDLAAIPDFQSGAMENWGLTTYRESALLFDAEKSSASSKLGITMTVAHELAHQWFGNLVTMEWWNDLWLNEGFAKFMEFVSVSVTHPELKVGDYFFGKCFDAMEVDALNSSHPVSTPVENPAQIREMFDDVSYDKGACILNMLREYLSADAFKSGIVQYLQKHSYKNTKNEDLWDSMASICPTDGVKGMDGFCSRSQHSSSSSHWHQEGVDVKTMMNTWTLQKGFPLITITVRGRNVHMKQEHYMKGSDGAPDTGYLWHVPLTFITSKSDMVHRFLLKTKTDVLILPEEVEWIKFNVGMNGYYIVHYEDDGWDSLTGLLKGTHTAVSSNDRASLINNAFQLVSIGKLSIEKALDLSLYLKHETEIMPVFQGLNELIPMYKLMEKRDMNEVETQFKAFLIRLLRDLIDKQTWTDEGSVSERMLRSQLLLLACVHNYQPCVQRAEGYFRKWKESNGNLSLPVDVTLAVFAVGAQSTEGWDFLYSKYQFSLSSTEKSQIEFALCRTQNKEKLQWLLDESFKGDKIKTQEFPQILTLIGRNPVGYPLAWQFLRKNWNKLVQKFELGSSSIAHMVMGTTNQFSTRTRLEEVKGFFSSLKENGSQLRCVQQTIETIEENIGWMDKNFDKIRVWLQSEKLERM
F508del corr = correctors of CFTR F508del function in bronchial epithelial cells. CFBE cells, YFP halide quenching; stimulated with forskolin plus potentiator P3; % fluorescence drop versus neutral controls. activity (quench increase), % at 7.58 µM. hit rate 0.36% among 350,000;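 active = mean added fluorescence quench of at least 8% versus neutral control, with both replicates also reaching 8%; inconclusive = only one of the mean or replicate conditions met; inactive = mean below 8% and not both replicates reaching 8%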;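 note: cells transiently co-express mutant CFTR-F508del with the halide-sensitive YFP; corrector assay measuring rescue of mutant channel to the surface after 24 h compound exposure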
XiGFP reactiv = activators of X-chromosome reactivation in mouse fibroblasts | XiGFP mouse fibroblasts, % GFP-positive cells imaging, 3 d; cells co-treated with 5-aza-dC sensitizer; scaled so ellipticine positive control = 100% | hit rate 0.055% among 360,000 | AID 743238 | activation, % at 7.58 µM;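 active = mean normalized replicate activation at least 10% and every replicate at or above 10%; inconclusive = only one of the two criteria met; inactive = mean below 10% and not all replicates reach 10%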;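 note: 0% = median of on-plate neutral control wells and 100% = ellipticine 6 µM median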
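Assay system – SV40-immortalized XiGFP fibroblast cells, line 68-5-11 · Buffer or medium – DMEM supplemented with 5-aza-dC as sensitizing agent · Dosing – one concentration, pinned · Benchmarks – positive control ellipticine, 6 µM final · Times – 3 days compound exposure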
An asterisk follows results filed as active; ? = inconclusive; . = not tested or not shown; & = joins results of further samples.

SMILES	RAD54 inh	GSIS activator	RAD52 anneal inh	esBAF inh	ARNT TACC3 PPI	ERAP1 inh	F508del corr	XiGFP reactiv
Cc1noc(C)c1NC(=O)Nc1ccc2c(c1)CC(=O)N([C@@H](C)CO)C[C@@H](C)[C@@H](CN(C)C(=O)Nc1ccc(F)cc1)O2	5	7	-4	3	4	0	0.4	0.2
O=C(C[C@@H]1CC[C@H](NC(=O)C2CC2)[C@H](CO)O1)NCc1ccccc1Cl	-3	-3	-17	7	-8	-1	-1.5	-0.9
N#C[C@@H]1[C@@H](c2ccc(C#Cc3cccnc3)cc2)[C@@H](CO)N1C(=O)C1CCC1	-19	-2	-8	2	21	2	3.4	0.4
CCCC1Oc2ccccc2C(=O)N(CC(=O)c2ccc3c(c2)OCCO3)C1=O (stereo not given)	3	12	-6	60*	-1	0	-2.1	0.3
CNC[C@H]1OCCCC[C@@H](C)Oc2ccc(NC(=O)Nc3ccc4c(c3)OCO4)cc2C(=O)N([C@@H](C)CO)C[C@H]1C	4	4	-8	-1	5	-2	-1.8	-0.9
COc1ccc2cc3c(N)nn(C(=O)Cc4ccc(Cl)cc4)c3nc2c1	-5	.	-14	-6	-1	-4	1.7	0.0
COc1cc(C(=O)O)ccc1OCc1ccccc1	.	55*	-8	.	.	2	-0.4	0.1
O=S(=O)(c1ccccc1F)N1[C@@H]2CNC[C@H]1C2c1ccc(-c2cccc(F)c2)cc1 (stereo not given in full)	.	-11&-8	-59&-83	.	.	1&-1	0.4&-2.6	0.0&0.0
CCCC(=O)NNC(=O)CCC(=O)NCc1ccccc1	-6	5	.	-6	-1	.	.	.
O=S(=O)(c1ccc(-n2cnnn2)cc1)N1CCC(N2CCCCC2)CC1	.	14	-3	.	-3	1	3.5	0.0
Cc1ccc(S(=O)(=O)N[C@@H]2C=C[C@@H](CC(=O)NCc3ccc(Cl)c(Cl)c3)O[C@@H]2CO)cc1	8	0	12	-7	.	1	2.1	0.9
Cc1cc(C)nc(SCCN(C)C)n1	.	-1	-15	.	-10	-1	-0.6	0.1
Cc1ccc(Cn2cnc3ccccc32)cc1C	2	-37	-7	-9	1	-1	0.3	0.0
CC(=O)Nc1cc(-c2ccc(F)cc2)cn2c(-c3ccc(F)c(Cl)c3)cnc12	-10	-5	-43	-6	.	-2	-1.7	0.2
COCCN(C(=O)c1ccc(OCC(C)C)cc1)c1c(N)n(Cc2ccccc2)c(=O)[nH]c1=O	.	1	1	3	1	26	5.0	-0.1
CN(C)c1ccc(NS(=O)(=O)c2cc3c4c(c2)CC(=O)N4CCC3)cc1	4	15	1	2	1	-2	-2.2	-0.1
C[C@H](O)C#Cc1ccc2c(c1)O[C@@H](CN(C)Cc1cccnc1)[C@H](C)CN([C@H](C)CO)S2(=O)=O	-1	21	-6	0	-5	-1	-1.1	0.3
O=C1c2nc3ccccn3c2C(=O)N1Cc1ccccc1	.	8	-22	0	3	5	3.2	.
C[C@@H]1CCCCO[C@@H](CN(C)C(=O)Nc2cccc3ccccc23)[C@H](C)CN([C@H](C)CO)C(=O)c2cc(NS(C)(=O)=O)ccc2O1	-2	-2	5	1	5	0	2.0	0.0
CO[C@H]1CN(C)C(=O)c2ccc(NS(C)(=O)=O)cc2OC[C@@H](C)N(Cc2nccs2)C[C@@H]1C	-4	7	-7	3	-5	-1	-1.4	0.3
CCc1nonc1NC(=O)COc1ccc(Cl)c(C)c1	.	-15	-1	.	-7	-3	-0.8	0.0
CCCNC(=O)N(C)C[C@H]1Oc2cc(C#CC(C)(C)O)ccc2S(=O)(=O)N([C@H](C)CO)C[C@@H]1C	-4	22	-3	-8	-1	-2	-2.1	0.7
COc1cccc(C(=O)Nc2ccc3c(c2)OC[C@H](C)N(CC2CC2)C[C@@H](C)[C@H](OC)CN(C)C3=O)c1	1	-10	16	-4	-3	-1	-0.5	-0.1
Cn1cccc1CC(=O)NNC(=O)Nc1ccccc1F	-5	-3	-12	15	.	0	1.3	-0.5
CCC(C)C(NC(=O)C1CCC(C)CC1)C(=O)NCCc1ccc(S(N)(=O)=O)cc1 (stereo not given)	3	5	-2	-3	12	-1	-3.3	0.0

Later entries.
SMILES	RAD54 inh	GSIS activator	RAD52 anneal inh	esBAF inh	ARNT TACC3 PPI	ERAP1 inh	F508del corr	XiGFP reactiv
COc1cccc(C2CC(c3ccc(C)cc3)n3nc(N)nc3N2)c1 (stereo not given)	0	-26	-23	2	2	-3	2.4	0.2
CC(C)c1ccc(NC(=S)NN2CCOCC2)cc1	4	.	-1	.	1	-2	.	0.5
COc1ccc(-c2c(-c3ccccc3)c(C(=O)C(=O)NCCCN(C)C)n3ccc4cc(OC)c(OC)cc4c23)cc1OC	81*	-25	94*	0	22	-1	0.6	0.0
O=C(COC(=O)CNS(=O)(=O)c1ccccc1)Nc1ncc(Cl)cc1Cl	3	-37	-30	4	10	0	-1.8	0.1
O=C(C[C@@H]1CC[C@H]2[C@@H](COC[C@@H](O)CN2S(=O)(=O)c2ccc(Cl)cc2)O1)N[C@H]1CCN(Cc2ccccc2)C1	0	0	26	-3	-7	-1	-0.6	-0.1
CC(C)NC(=O)N(C)C[C@H]1Oc2c(NS(C)(=O)=O)cccc2C(=O)N([C@@H](C)CO)C[C@H]1C	3	13	-6	-7	-7	1	1.0	-1.0
CN(C(=O)COC(=O)/C=C/c1cccs1)c1c(N)n(Cc2ccccc2)c(=O)[nH]c1=O	0	10	2	-2	26	1	-2.1	-0.1
O=C(COc1ccc2ccccc2c1)N1CCN(C(=O)c2ccco2)CC1	.	-7	-14	.	9	1	-1.8	0.3
N#C[C@@H]1[C@H](c2ccc(C3=CCCC3)cc2)[C@H](CO)N1C(=O)C1CCOCC1	-5	1	-4	0	3	0	0.6	0.3
CCOC(=O)Cc1csc(SCC(=O)NC2CCC(C)CC2)n1 (stereo not given)	2	3	-37	-5	16	2	0.1	0.4
Oc1ccccc1N1CCN(c2ccc3ccccc3n2)CC1	-8	-24	-4	?	-3	-2	-2.2	0.1
NS(=O)(=O)c1c(Sc2ccccc2C(=O)O)ccc2ccccc12	-6	-5	8	9	-2	-6	-0.6	0.0
O=C(Cc1ccc(Br)cc1)Nc1ncc([N+](=O)[O-])s1	2	.	-13	.	0	-1	1.4	0.0
COC(=O)C1CC(C(=O)OC)C2C(C(=O)OC)CC(C(=O)OC)C12 (stereo not given)	-5	5	-14	0	3	3	2.9	-0.1
O=C(O)c1ccc2c3n(nc2c1)-c1ccc(Cl)cc1CO3	.	18	-37	.	.	3	-4.0	0.0
CCCNC(=O)Nc1ccc2c(c1)C(=O)N(C)C[C@H](OC)[C@H](C)CN(Cc1ccncc1)[C@H](C)CO2	4	17	.	2	3	.	1.6	0.1
CCCCCC[n+]1c(-c2ccccc2)csc1Nc1ccccc1	.	-1	8	.	3	-1	.	-0.1
CS(=O)(=O)C1=NSC2=NC(=O)/C(=C\c3ccc(OS(=O)(=O)c4ccccc4)cc3)C(=N)N21	-6	14	-49	15	2	-1	1.9	0.0
CC(C)NC(=O)CN1CCN(C(c2cc3ccccc3o2)c2nnnn2C(C)(C)C)CC1 (stereo not given)	.	-13	-6	.	.	0	-2.0	0.2
CC1Cc2ccccc2N1C(=O)CN1C(=O)NC2(CCCCC2)C1=O (stereo not given)	-14	4	-14	-6	-3	-6	-0.8	0.1
Cn1c(NCc2ccco2)nc2c1c(=O)n(Cc1ccc(Cl)cc1)c(=O)n2C	-8	-21	.	-2	21	.	.	.
COc1ccc2nc(NCCNC(=S)NCCCN3CCOCC3)c(C#N)cc2c1	.	29	70*	.	0	11	0.6	0.0
CCOc1cc(C(=O)NC(=S)Nc2ccc(Cl)c(C(=O)O)c2)cc(OCC)c1OCC	.	-12	-22	.	-10	-16	-3.2	-0.1
Cc1cc(C)cc(NC(=O)C2CCN(S(=O)(=O)c3ccc4[nH]c(=O)ccc4c3)CC2)c1	-8	.	-8	-14	-4	5	-0.2	0.1
CC1CCC/C(=C\Nc2ccc3c(c2)OCO3)C1=O (stereo not given)	1	15	-10	16	1	4	.	.

Other compounds
SMILES	RAD54 inh	GSIS activator	RAD52 anneal inh	esBAF inh	ARNT TACC3 PPI	ERAP1 inh	F508del corr	XiGFP reactiv
COc1ccc(NC(=O)N[C@H]2CC[C@@H](CCn3cc(-c4ccccc4)nn3)O[C@H]2CO)cc1	3	3	-9	13	2	1	-4.7	1.0
C=C[C@@H](OC)[C@H](OC(=O)Nc1ccc(SC)cc1)c1ccc(OCCO)cc1	-3	.	-3	.	1	-2	2.0	.
CCc1sc(-c2ccccc2)nc1C(=O)OC	.	0	-12	.	-6	.	0.0	1.0
CN(C)C(=O)c1ccc(-c2ccc([C@@H]3[C@H](CO)N4CCCCN(Cc5cncnc5)C[C@@H]34)cc2)cc1	10	7	2	.	-2	-4	1.7	0.0
CCC1(CC)Cc2ccccc2-c2nc(NCCCO)[nH]c(=O)c21	.	0	7	.	-4	-1	-5.7	0.0
C[C@@H]1CCCCO[C@@H](CN(C)Cc2ccc3c(c2)OCO3)[C@H](C)CN([C@H](C)CO)C(=O)c2cc(NS(C)(=O)=O)ccc2O1	.	11	.	-8	.	.	-3.6	0.3
C[C@@H]1CN([C@@H](C)CO)C(=O)Cc2cc(NC(=O)Cc3ccccc3)ccc2O[C@@H]1CN(C)Cc1ccc(Cl)c(Cl)c1	-4	-43	-2	0	4	0	1.1	0.0
Cc1onc(-c2c(F)cccc2Cl)c1C(=O)OCC(=O)NC(N)=O	-4	.	-6	-3	-3	-3	-0.2	-0.1
Cc1ccc(CN2CC(C(=O)N3CCN(S(=O)(=O)c4ccccc4)CC3)CC2=O)cc1 (stereo not given)	-9	1	-9	.	-3	3	1.1	0.1
CCC(C(=O)NC1CCCCC1)n1c(SCc2cccc(F)c2)nc2ccncc21 (stereo not given)	-9	.	-6	10	-4	0	2.8	0.7
COc1ccc(NC(=O)N(C)C[C@H]2Oc3c(NC(=O)Nc4ccc(F)cc4)cccc3C(=O)N([C@H](C)CO)C[C@H]2C)cc1	-4	1	-2	3	-2	3	0.4	-1.2

Four entries already listed, arranged by the value under esBAF inh, high to low:
molecule,esBAF inh
COc1ccc(NC(=O)N[C@H]2CC[C@@H](CCn3cc(-c4ccccc4)nn3)O[C@H]2CO)cc1,13
CCC(C(=O)NC1CCCCC1)n1c(SCc2cccc(F)c2)nc2ccncc21 (stereo not given),10
COc1ccc(NC(=O)N(C)C[C@H]2Oc3c(NC(=O)Nc4ccc(F)cc4)cccc3C(=O)N([C@H](C)CO)C[C@H]2C)cc1,3
C[C@@H]1CN([C@@H](C)CO)C(=O)Cc2cc(NC(=O)Cc3ccccc3)ccc2O[C@@H]1CN(C)Cc1ccc(Cl)c(Cl)c1,0

In another format: results already given
The line under a structure holds: RAD54 inh | GSIS activator | RAD52 anneal inh | esBAF inh | ARNT TACC3 PPI | ERAP1 inh | F508del corr | XiGFP reactiv
> C[C@@H]1CN([C@@H](C)CO)C(=O)Cc2cc(NC(=O)Cc3ccccc3)ccc2O[C@@H]1CN(C)Cc1ccc(Cl)c(Cl)c1
    -4 | -43 | -2 | 0 | 4 | 0 | 1.1 | 0.0
> Cc1onc(-c2c(F)cccc2Cl)c1C(=O)OCC(=O)NC(N)=O
    -4 | . | -6 | -3 | -3 | -3 | -0.2 | -0.1
> Cc1ccc(CN2CC(C(=O)N3CCN(S(=O)(=O)c4ccccc4)CC3)CC2=O)cc1 (stereo not given)
    -9 | 1 | -9 | . | -3 | 3 | 1.1 | 0.1
> CCC(C(=O)NC1CCCCC1)n1c(SCc2cccc(F)c2)nc2ccncc21 (stereo not given)
    -9 | . | -6 | 10 | -4 | 0 | 2.8 | 0.7
